pCIP destab – compounds decreasing mouse p/CIP protein stability | F442A p/CIP-EGFP cells, EGFP fluorescence, 16 h | decrease of EGFP signal, % at 10 µM | 290,000 tested, 0.01% active | AID 1984;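 active means EGFP signal decrease of at least 30% at 10 µM or well 3 SD below plate mean, unless failing retest; inactive means the rest, including hits failing retest or dose response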; further: some compounds called inactive have numbers as strong as hits; many of its hits are not listed in these tables
IMP-1 inh – blocks Pseudomonas aeruginosa IMP-1 metallo-beta-lactamase. purified IMP-1, nitrocefin hydrolysis, epi-absorbance fluorescence. inhibition, % at 5.6 µM. 290,000 tested, 0.45% active. AID 1556;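 active means inhibition above the mean plus 3 SD of all compounds in the same screening run, cut at about 4.5% in these data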;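 further: 0% = IMP-1 with DMSO and 100% = DMSO wells lacking enzyme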
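System: purified IMP-1; amount: IMP-1 0.2 nM before substrate addition; compound: single dose, 5.6 µM; times: 25 °C, 15 min preincubation, 25 min reaction; signal: Epi-absorbance via hydrolysed-nitrocefin quenching of white-plate fluorescence, 480/530 nm, EDTA stop; benchmarks: DMSO with and without IMP-1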
IDE cell inh – cellular human IDE inhibition | P14735 | 320,000 tested, 0.41% active | HEK cells, FAbetaB cleavage, fluorescence polarization | inhibition, % at 5.59 µM;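 active means percent inhibition above the average of all tested compounds plus 3 SD, set per screening campaign, cut at about 16% in these data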;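 further: IDE supplied by intact live HEK cells; FP after avidin binding of uncleaved biotin substrate so inhibition keeps polarization high; 0% = DMSO wells and 100% = 60 µM reference IDE inhibitor Ii1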
NS3 helicase inh – HCV NS3 helicase inhibition | inhibition, % at 10.9 µM | 290,000 tested, 0.56% active | NS3 helicase DNA unwinding, Cy5 molecular beacon fluorescence;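 active means inhibition above the mean of all tested compounds plus 3 SD, set per campaign, cut at about 35% in these data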;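 further: 0% = DMSO wells and 100% = thioflavine S control wells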
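System: HCV NS3 helicase fragment; control set: DMSO and thioflavine S; technique: Cy5 fluorescence at 0 and 60 min, beacon hairpin quenching; reagent: beacon DNA duplex substrate plus ATP; replicates: singlicate; schedule: 1 h reaction at 25 °C, ATP-initiated; medium: MOPS buffer pH 6.5 with MgCl2, DTT, Tween20, BSA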
SUMO HTRF inh – inhibitors of human SUMOylation (UBC9) | P63279 | HTRF SUMOylation assay, SAE1/SAE2 + UBC9, in vitro | inhibition, % at 35 µM | 290,000 tested, 0.36% active | AID 2006; in the data active means inhibition above about 50%, passing the limit was not always enough; further: strong numbers were not always called active
Target sequence (P63279 whole entry, looked up): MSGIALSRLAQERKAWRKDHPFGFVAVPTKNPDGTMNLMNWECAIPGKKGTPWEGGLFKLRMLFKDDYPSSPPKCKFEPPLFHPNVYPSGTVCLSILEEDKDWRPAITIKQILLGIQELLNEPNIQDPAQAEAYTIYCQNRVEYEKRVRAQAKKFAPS
IDE cell activ – activators of human insulin-degrading enzyme in cells | HEK cells, FAbeta-B cleavage, fluorescence polarization; 0% vehicle, 100% cell-free pure enzyme wells | 340,000 tested, 0.073% active | activation, % at 5.96 µM;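 active means activation above the mean of all tested compounds plus 3 SD, set per screening campaign, cut at about 17% in these data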
VIM-2 inhibitor – inhibitors of Pseudomonas aeruginosa VIM-2 metallo-beta-lactamase | inhibition, % at 5.6 µM | AID 1527 | purified VIM-2, nitrocefin hydrolysis, epi-absorbance fluorescence | 290,000 tested, 0.89% active;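 active means inhibition above the mean of all tested compounds plus 3 SD, cutoff set per screening run, cut at about 7.5% in these data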;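 further: red hydrolysis product quenches plate fluorescence so inhibitors raise well fluorescence; 0% = enzyme with DMSO and 100% = DMSO without enzyme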
M18AAP inhibitor – PfM18AAP enzyme inhibition | 290,000 tested, 1.2% active | AID 1822 | inhibition, % at 7.35 µM | recombinant PfM18AAP, H-Glu-NHMec fluorogenic cleavage;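 active means inhibition above the campaign mean inhibition over all tested compounds plus 3 SD, cut at about 28% in these data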;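 further: 0% = plate median of test compound wells and 100% = 2 mM ZnCl2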
DNA FID counter – displaces DNA intercalator in HCV helicase counter-screen; DNA fluorescent intercalator displacement, fluorescence; inhibition, % at 7.9 µM; 290,000 tested, 0.17% active; in the data active means inhibition above about 37%;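 further: 0% = vehicle and 100% = reference compound; higher means more ethidium bromide displaced from hairpin DNA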
* marks the source's active call; other numbers are inactive results; x = no result given. Not a hit list; any-hit rate near 3.6%.

SMILES | pCIP destab | IMP-1 inh | IDE cell inh | NS3 helicase inh | SUMO HTRF inh | IDE cell activ | VIM-2 inhibitor | M18AAP inhibitor | DNA FID counter
COc1ccc(S(=O)(=O)N2CCN(CCc3ccccc3)CC2)cc1 | -8 | -0.8 | 0 | -14 | 14 | -4 | 0.9 | -6 | -19
c1ccc(Cn2cc(CN3CCCO3)c(-c3ccc4c(c3)OCO4)n2)cc1 | -1 | -2.7 | 3 | -9 | 17 | 3 | -2.6 | 7 | -19
CC(C)(C)c1ccc(S(=O)(=O)N2CCN(CCC#N)CC2)cc1 | -9 | -0.4 | 1 | -2 | 18 | -3 | -1.1 | -1 | -10
Cc1cccc(CCNC(=O)c2cc(S(=O)(=O)N3CCCC3)cn2C)c1 | -9 | -4.0 | -1 | -7 | 13 | 5 | -3.4 | -6 | -31
CC(=O)N1CCc2cc(S(=O)(=O)N3CCCCCC3)ccc21 | -4 | -2.2 | -2 | -3 | 11 | -3 | -1.7 | 2 | -20
Cc1ccnc(SCC(=O)c2ccc([N+](=O)[O-])cc2)n1 | 1 | -4.4 | -2 | 3 | -2 | 5 | -1.5 | 3 | 0
CCCCN(C)CC(O)Cn1cc(/C=C/C(=O)c2ccc(C)cc2)c2ccccc21 (configuration not stated) | 5 | -4.1 | 0 | -56 | 11 | 2 | -5.0 | 13 | 23
CCOC(=O)c1[nH]c(C)c(C(=O)c2cc(F)ccc2F)c1C | -1 | -1.8 | 2 | -10 | -5 | 8 | -1.8 | 2 | -11
CN(C)CCNC(=O)C(C(=O)c1ccc(F)cc1)n1ccccc1=O (configuration not stated) | 7 | -3.1 | 1 | 1 | 10 | 6 | -2.5 | -3 | -2
COC(=O)c1cc(C(=O)Nc2ccc(Cl)cn2)cc([N+](=O)[O-])c1 | 3 | -2.0 | -4 | -10 | 0 | 1 | -3.1 | 3 | 2
O=C(O)c1ccccc1S(=O)(=O)c1ccccc1CO | -10 | -4.7 | 1 | -1 | 0 | 4 | -3.0 | 1 | 1
Cc1ccc(S(=O)(=O)NC(=O)N(CCC#N)Cc2ccccc2)cc1 | -9 | -1.7 | 6 | 0 | 12 | 6 | -2.7 | -2 | -2

By substructure, the entries above containing fluorine
SMILES | pCIP destab | IMP-1 inh | IDE cell inh | NS3 helicase inh | SUMO HTRF inh | IDE cell activ | VIM-2 inhibitor | M18AAP inhibitor | DNA FID counter
CCOC(=O)c1[nH]c(C)c(C(=O)c2cc(F)ccc2F)c1C | -1 | -1.8 | 2 | -10 | -5 | 8 | -1.8 | 2 | -11
CN(C)CCNC(=O)C(C(=O)c1ccc(F)cc1)n1ccccc1=O (configuration not stated) | 7 | -3.1 | 1 | 1 | 10 | 6 | -2.5 | -3 | -2

New compounds follow:
SMILES | pCIP destab | IMP-1 inh | IDE cell inh | NS3 helicase inh | SUMO HTRF inh | IDE cell activ | VIM-2 inhibitor | M18AAP inhibitor | DNA FID counter
COc1ncccc1-c1nnn(-c2ccc(Cl)nc2)n1 | -13 | -0.7 | -2 | 0 | 7 | -8 | -2.8 | 6 | -4
Cc1ccc(CNC(=O)C2CCCN(c3cnccn3)C2)cc1 (configuration not stated) | -13 | -1.6 | 1 | 1 | 19 | 0 | -1.7 | 3 | -5
COc1ccc(/C=C/c2c(-c3ccc(OC)cc3)oc3ccccc23)cc1 | 0 | -1.1 | 0 | 3 | 7 | -5 | -0.2 | 0 | -6
CCOC(=O)NC1=NCC(C)S1 (configuration not stated) | -2 | -2.6 | 0 | -3 | 5 | -3 | -2.3 | 2 | -5
COCCNC(=O)C(c1ccc(F)cc1)N(C(=O)CCC(=O)Nc1ccccn1)c1cccc(C)c1 (configuration not stated) | 0 | -0.1 | 2 | 3 | 5 | 5 | 0.2 | -12 | -45
Cc1nnc(SCC(=O)NC(C)(C)C)n1NCc1ccc(Cl)cc1 | -10 | -0.2 | 4 | 3 | 5 | 5 | 0.6 | 12 | -23
CCOc1ncccc1C(=O)OCC(=O)c1ccc(C)c(C)c1 | 7 | -5.3 | 0 | 3 | -18 | 6 | -4.1 | 4 | -24
Cc1ccc(C(C(=O)NC(C)(C)C)N(Cc2cccs2)C(=O)c2ccc3c(c2)OCCO3)cc1 (configuration not stated) | -4 | -1.2 | -1 | -8 | 5 | -6 | 0.8 | 10 | -10
Cc1ccc(S(=O)(=O)NCC(=O)NCC(=O)NC(C)c2ccccc2Br)cc1C (configuration not stated) | -6 | -3.1 | 0 | -2 | -2 | 4 | -4.8 | 4 | -36
O=S(=O)(NCC(c1ccccc1)N1CCC(O)CC1)c1ccc(Cl)cc1 (configuration not stated) | 0 | 0.5 | 1 | -2 | 2 | 2 | -4.2 | -4 | 14
Cc1ccccc1-n1nc2c(c1NC(=O)/C=C\c1ccc3c(c1)OCO3)CSC2 | 0 | -3.2 | 1 | -3 | 6 | 0 | -0.7 | 8 | -22
OCCC1CN(Cc2cccn2-c2cccnc2)CCN1CCc1ccccc1 (configuration not stated) | -12 | -1.5 | 0 | -4 | 11 | 0 | -3.3 | -1 | 8
CCCCNC(=S)NNC(=O)c1ccncc1 | 4 | -1.5 | 4 | -6 | 9 | -1 | 1.5 | 8 | 0
CSc1nc2ncc3c(n2n1)CC(C)(C)CC3=O | 6 | -0.6 | 2 | 1 | 20 | x | 0.2 | -7 | -2
NC(=O)c1ccc(-n2nnnc2SCC(=O)c2ccc(O)c(O)c2)cc1 | -5 | -0.5 | 3 | 11 | 16 | 7 | 11* | 51* | -3
CCc1c(C)nc(N2CCN(c3ccc(OC)cc3)CC2)[nH]c1=O | -36 | -1.7 | -5 | 7 | 21 | -1 | -0.4 | -10 | -14
Cc1ccc2c(c1)-c1cc(C)nn1C(c1ccc3c(c1)OCO3)N2 (configuration not stated) | 5 | -6.5 | 2 | 0 | 7 | 10 | -6.9 | -1 | -7
CCOC(=O)c1c(C)[nH]c(N=Nc2cc(C(=O)O)cc(C(=O)O)c2)c1C | 3 | -2.4 | 3 | 12 | 2 | -4 | -0.9 | 22 | -6
CCOC(=O)c1c(NC(=O)c2cccs2)sc(C)c1C | -2 | -3.3 | -2 | 0 | 31 | -3 | -2.4 | 1 | -2
Cc1ccc(C(C)C)cc1OCCN1CCCC1 | -10 | -2.5 | 0 | 5 | -2 | 2 | -2.6 | 6 | 7
CCN(c1ccccc1)S(=O)(=O)c1cccc(C(=O)OCc2nc3sc(C)c(C)c3c(=O)[nH]2)c1 | -7 | 0.7 | 5 | -9 | 16 | 2 | 0.8 | 5 | -7
CCCC(=O)Nc1ccc(NC(=S)NC(=O)c2cccs2)cc1 | 11 | -3.4 | -2 | -1 | 4 | -3 | -8.0 | 10 | 2
Cc1cnc(NC(=O)c2ccc(-c3nc4ccccc4s3)o2)s1 | 13 | -2.7 | 2 | 7 | 30 | 5 | -4.8 | 2 | -4
Cc1ccc(N(CC(=O)NC2CCCC2)C(=O)CNC(=O)c2cccs2)cc1C | 6 | -1.0 | -3 | 0 | -9 | 4 | 0.2 | -6 | -39
Cc1ccc2[nH]c(=O)c(COC(=O)c3ccccn3)cc2c1 | -15 | -2.0 | 1 | -2 | -9 | 0 | 0.4 | 10 | -4
Cc1cc2sc(NC(=O)c3ccco3)nc2cc1Cl | 0 | -0.7 | 1 | 2 | -6 | -5 | -0.8 | -6 | -8
Cc1cccc(/C=C2\Sc3ccc(C(=O)N4CCCCC4)cc3N(C)C2=O)c1 | -4 | -5.3 | 1 | -8 | 8 | -6 | -2.8 | 3 | -53
CC1(C)NC(=O)N(CCCSc2ccc(Cl)cc2)C1=O | -12 | -0.4 | -4 | -1 | 5 | 1 | 2.5 | -6 | -8
CN1CCc2cc3c(c4c2C1CC41CCC(=NO)CC1)OCO3 (configuration not stated) | 0 | -2.2 | 0 | 5 | 26 | 5 | -1.5 | -1 | -2
COc1cc(Cl)c(C)cc1NC(=O)CSc1nnc(CCC(=O)O)c(=O)[nH]1 | -6 | -3.3 | 5 | 1 | 2 | 6 | 0.8 | 9 | -1
COC(=O)c1cc(Cl)c(NC(=O)c2cc(OC)c(OC)c(OC)c2)cc1OC | -15 | -1.7 | -3 | 0 | 7 | -2 | 0.9 | -2 | -3
O=C(CP(=O)(c1ccccc1)c1ccccc1)Nn1cnnc1 | -13 | -1.1 | -3 | -3 | 24 | 6 | -1.4 | 34* | -7
COc1ccnc(N2CCN(c3cccc(C(F)(F)F)c3)CC2)c1C#N | -2 | -0.4 | -3 | -7 | 2 | -1 | 1.5 | -10 | 0
CN1C(=S)SC(C)(C)C1NO (configuration not stated) | 5 | -4.7 | -6 | 1 | -23 | 2 | -0.5 | -6 | 2
CCOc1ccc(N(C(C)C(=O)NN=C2CCCCCCC2)S(C)(=O)=O)cc1 (configuration not stated) | -15 | -0.4 | 6 | 3 | -2 | 1 | -2.8 | -4 | -9
CCN(CC)c1ccc(S(=O)(=O)N2CCOCC2)cc1NC(=O)CN1CCN(Cc2ccccc2)CC1 | -4 | -2.0 | -6 | -10 | 8 | 0 | -2.9 | 3 | 0
COCCn1c(SCC(=O)NNC(=O)c2ccccc2)nc2ccccc2c1=O | -3 | -4.1 | -1 | 4 | -13 | 1 | -2.5 | 0 | -7
CC(CCc1ccccc1)NC(=O)CNC(=O)N1CC(=O)Nc2ccccc21 (configuration not stated) | -2 | 0.1 | 3 | 0 | -3 | 6 | -0.3 | 0 | -28
N#C/C(=C\c1ccc(F)c(F)c1)C(=O)NC1CCCCC1 | -14 | 2.0 | 5 | 5 | 10 | 3 | 1.5 | 3 | 2
O=C(COC(=O)c1ccco1)Nc1nc2ccc([N+](=O)[O-])cc2s1 | 8 | -1.0 | -1 | -8 | 21 | 1 | -2.1 | 5 | 6
Cc1ccccc1CN1C(=O)c2ccccc2Sc2ccc(C(=O)NCCCN3CCOCC3)cc21 | -32 | 0.2 | 1 | -28 | -7 | 3 | 1.5 | -2 | 25
Cc1ccc(S(=O)(=O)c2nc(-c3ccco3)oc2SCC(N)=O)cc1 | -21 | 1.1 | 0 | 26 | 12 | 1 | -1.6 | -12 | -14
COc1ccc(CCNC(=O)c2cc(S(=O)(=O)N3CCOCC3)cn2C)cc1OC | -9 | -5.2 | 2 | -1 | -2 | 5 | -2.1 | -3 | -23
CCCCN1C(=O)/C(=C(/C#N)C(=O)N2CCCC2)c2ccccc21 | -5 | -1.7 | -2 | 3 | 13 | 5 | -1.9 | 2 | -11
Cc1nc(C)c(C(=O)N/N=C/c2ccco2)s1 | 10 | -2.3 | 2 | 0 | 4 | 1 | -1.4 | -7 | -3
Cc1ccc(C2N(c3nccs3)C(=O)C3CCCN32)cc1 (configuration not stated) | -5 | -4.3 | 8 | 3 | 21 | 5 | -3.7 | 5 | 5
COc1ccc(CC(=O)Nc2nc(C)cs2)cc1 | 3 | 1.1 | 1 | -15 | 0 | 7 | 0.4 | -16 | -2
C/C(=N\N1CCN(c2ccccc2)CC1)c1ccco1 | -13 | -2.7 | -1 | 8 | 1 | -1 | -4.0 | 3 | -14
